# Screens (PubChem)
# ARFGAP1 inhibitor: inhibitors of rat ARFGAP1; 360,000 tested, 0.26% active; AID 651572; inhibition, % at 16.5 µM; Arfgap1-stimulated ARF1 GTP hydrolysis, GDP FP detection; Q62848;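 active means inhibition above a per-plate limit, mean inhibition of low control wells plus 3 SD, cut at about 25% in these data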;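 further: 0% = DMSO wells with enzyme and 100% = wells lacking Arfgap1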
# Target sequence (Q62848 1-136 limits assumed): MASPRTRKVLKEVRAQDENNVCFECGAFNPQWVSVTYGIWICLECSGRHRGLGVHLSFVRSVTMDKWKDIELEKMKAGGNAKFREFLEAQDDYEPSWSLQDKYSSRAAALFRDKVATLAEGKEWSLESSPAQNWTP
#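 Material: truncated rat Arfgap1 GAP domain; Incubation: compound-enzyme preincubation 20 min, reaction 120 min, detection 60 min, 25 °C; Read-out: percent inhibition of Arfgap1-stimulated GTP hydrolysis; Technique: FP, GDP Alexa 633 tracer displaced from anti-GDP antibody, 620/688 nm; Controls: No-Arfgap1 wells (100%) versus DMSO full-reaction wells (0%); Replication: single well per compound.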
# PLCb3 inh: blocks human PLC-beta3 enzyme activity. Purified PLC-beta3, fluorogenic substrate, fluorescence. Q01970. inhibition, % at 12.2 µM. 370,000 tested, 0.18% active; in the data active means inhibition above about 11%;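 further: 0% = median of compound wells on plate and 100% = full blocker control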
# SIAE inh: blocks human sialic acid acetylesterase. Q9HAT2. SIAE FP-Rh probe binding, fluorescence polarization. 370,000 tested, 0.69% active. inhibition, % at 9.66 µM;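 active means inhibition above a cutoff: mean of compounds within the control limits plus 3 SD of those, cut at about 17% in these data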;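 further: 0% = plate median of compound wells and 100% = probe without SIAE protein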
# Target sequence (Q9HAT2 whole entry, looked up): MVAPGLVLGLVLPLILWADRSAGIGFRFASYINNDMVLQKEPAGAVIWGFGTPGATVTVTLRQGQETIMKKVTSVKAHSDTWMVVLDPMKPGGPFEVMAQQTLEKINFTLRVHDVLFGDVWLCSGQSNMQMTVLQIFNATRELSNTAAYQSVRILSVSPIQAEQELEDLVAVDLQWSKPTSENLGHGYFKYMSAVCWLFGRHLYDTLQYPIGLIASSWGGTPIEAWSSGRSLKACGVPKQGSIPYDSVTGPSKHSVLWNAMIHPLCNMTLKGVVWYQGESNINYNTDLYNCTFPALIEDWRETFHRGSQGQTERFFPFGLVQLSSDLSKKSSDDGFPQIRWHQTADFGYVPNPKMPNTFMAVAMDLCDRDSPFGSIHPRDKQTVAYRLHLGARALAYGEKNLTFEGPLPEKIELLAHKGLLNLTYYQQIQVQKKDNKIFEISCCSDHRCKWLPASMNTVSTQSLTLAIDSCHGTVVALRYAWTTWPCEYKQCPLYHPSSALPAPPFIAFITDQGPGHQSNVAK
# Tn6 DDE FP: disrupts Tn6 cyclic peptide binding to fibrin D-Dimer-E complex; P02675; Fibrin DD(E) TRITC-Tn6 fluorescence polarization displacement; inhibition, % at 8.3 µM; 370,000 tested, 0.21% active;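 active means inhibition above a per-campaign cutoff: mean of compounds within control limits plus 3 SD, cut at about 15% in these data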;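 further: 0% = median of all compound wells on the plate and 100% = blocking peptide control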
# ADAM17 inh: inhibits human ADAM17; P78536; recombinant ADAM17, EDANS/DABCYL FRET peptide cleavage; inhibition, % at 6.95 µM; 370,000 tested, 0.83% active;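 active means inhibition above the mean of compounds lying between control limits plus 3 SD, set per campaign, cut at about 8.5% in these data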;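 further: 0% = DMSO-only wells as the low control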
# Tn7 DDE FP: DD(E)-Tn7 binding inhibition, primary FP screen. inhibition, % at 8.3 µM. FP displacement of FITC-Tn7 peptide from fibrin DD(E); 0% = median of compound wells per plate. 370,000 tested, 0.13% active;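 active means inhibition above the mean of compounds falling within the control limits plus 3 SD of them, cut at about 14% in these data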;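 further: 0% = plate median of compound wells and 100% = 10 µM Aha-Tn7 peptide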
#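 Test system – human fibrin DD(E) · Times – 10 min preincubation, 3 h with tracer, room temperature · Detection – fluorescence polarization of the labelled Tn7 tracer · Measure – percent inhibition normalized to high-control wells · Benchmarks – high control wells with 10 µM unlabelled Aha-Tn7 peptide (full inhibition) · Repeats – singlicate testing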
# ADAM10 inh: inhibits human ADAM10 | recombinant ADAM10, EDANS/DABCYL FRET peptide cleavage, 3 h | inhibition, % at 7 µM | 370,000 tested, 0.62% active | AID 720582;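 active means inhibition above a per-campaign cutoff equal to the mean of compounds falling between control-based bounds plus 3 SD, cut at about 20% in these data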;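 further: 0% = DMSO wells while the 100% control is not disclosed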
# ASAP1 inh: inhibitors of human ASAP1 ArfGAP activity; Q9ULH1; ASAP1-stimulated ARF1 GTP hydrolysis, GDP FP detection; inhibition, % at 16.5 µM; 360,000 tested, 0.19% active; AID 624377; in the data active means inhibition above about 25%;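 further: 0% = vehicle with enzyme and substrate and 100% = no enzyme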
# Target sequence (Q9ULH1 325-724 limits assumed): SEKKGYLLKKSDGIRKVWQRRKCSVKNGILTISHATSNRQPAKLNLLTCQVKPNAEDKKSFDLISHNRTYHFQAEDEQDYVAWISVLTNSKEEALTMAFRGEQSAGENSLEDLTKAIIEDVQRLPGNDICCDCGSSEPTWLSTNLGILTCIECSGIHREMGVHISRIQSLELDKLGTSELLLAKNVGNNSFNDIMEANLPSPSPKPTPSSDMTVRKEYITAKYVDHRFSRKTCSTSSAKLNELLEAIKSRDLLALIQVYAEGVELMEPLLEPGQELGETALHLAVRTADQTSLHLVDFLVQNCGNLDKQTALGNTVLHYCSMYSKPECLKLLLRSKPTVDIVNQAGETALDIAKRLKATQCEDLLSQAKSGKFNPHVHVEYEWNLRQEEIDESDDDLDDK
# PLCg1 inh: inhibitors of human phospholipase C gamma1; P19174; AID 720700; 370,000 tested, 0.84% active; inhibition, % at 12.2 µM; purified PLC-gamma1, fluorogenic substrate, fluorescence; in the data active means inhibition above about 9.5%
# TDP2 absorb: TDP2 (human) inhibition, absorbance primary screen | recombinant TDP2, T5PNP hydrolysis, p-nitrophenol absorbance 415 nm | inhibition, % at 12.8 µM | 370,000 tested, 0.34% active | AID 720702;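 active means inhibition above the mean of all tested compounds plus 3 SD, set per campaign, cut at about 25% in these data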;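 further: 0% = DMSO with enzyme and 100% = buffer with substrate but no TDP2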
#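 Assay system: recombinant human TDP2 / Reagent: T5PNP substrate at 5 mM, a TopII-DNA adduct mimic / Measured by: epi absorbance from released p-nitrophenol / Evaluation: % inhibition relative to enzyme-containing and enzyme-free wells / Control set: enzyme-free and DMSO wells / Replicates: each compound tested once, singlicate / Schedule: enzyme reaction with compound for 2 h at 37 °C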
# Active calls of the source: *; i = inactive; . = no result given.
# The first five compounds as a preview:
SMILES,ARFGAP1 inhibitor,PLCb3 inh,SIAE inh,Tn6 DDE FP,ADAM17 inh,Tn7 DDE FP,ADAM10 inh,ASAP1 inh,PLCg1 inh,TDP2 absorb
S=C(NCCSCc1ccc(Cl)cc1)Nc1ccccc1,14,-5,-3,-9,2,-6,4,12,-15,-1
CC(=O)c1cccc(-c2ccnc3c2CC(C(=O)NCC2CCOCC2)O3)c1 (stereo not drawn),4,-1,7,0,-1,-2,-14,-5,1,4
O=c1nc(Nc2cccc(Cl)c2)oc2cc(Cl)oc(=O)c12,16,-24,-18,-4,-6,-3,2,6,-13,-15
CCCN(CC(=O)Nc1cc(Cl)cc(Cl)c1)CC(=O)Nc1ccc(F)c(F)c1F,10,2,-73,-12,13*,-6,28*,7,4,-10
CCN(C[C@H]1N[C@@](Cc2ccccc2)(C(=O)OC)[C@H]2C(=O)N(C)C(=O)[C@@H]12)C(=O)Nc1ccc(C(F)(F)F)cc1,0,4,-2,-4,-2,-1,0,-3,3,-2

# All compounds of this part, repeating the preview:
SMILES,ARFGAP1 inhibitor,PLCb3 inh,SIAE inh,Tn6 DDE FP,ADAM17 inh,Tn7 DDE FP,ADAM10 inh,ASAP1 inh,PLCg1 inh,TDP2 absorb
S=C(NCCSCc1ccc(Cl)cc1)Nc1ccccc1,14,-5,-3,-9,2,-6,4,12,-15,-1
CC(=O)c1cccc(-c2ccnc3c2CC(C(=O)NCC2CCOCC2)O3)c1 (stereo not drawn),4,-1,7,0,-1,-2,-14,-5,1,4
O=c1nc(Nc2cccc(Cl)c2)oc2cc(Cl)oc(=O)c12,16,-24,-18,-4,-6,-3,2,6,-13,-15
CCCN(CC(=O)Nc1cc(Cl)cc(Cl)c1)CC(=O)Nc1ccc(F)c(F)c1F,10,2,-73,-12,13*,-6,28*,7,4,-10
CCN(C[C@H]1N[C@@](Cc2ccccc2)(C(=O)OC)[C@H]2C(=O)N(C)C(=O)[C@@H]12)C(=O)Nc1ccc(C(F)(F)F)cc1,0,4,-2,-4,-2,-1,0,-3,3,-2
COc1ccc(S(=O)(=O)Nc2ccc(CC#N)cc2)cc1,-6,-1,8,10,-1,5,5,0,-1,-9
CCOC(=O)CSc1c(-c2cccs2)[nH]c2ccccc12,22,-2,12,-10,5,-5,5,12,0,-5
c1ccc2c(c1)ncn2CCN1CCCCC1,2,1,2,1,-4,-4,0,-3,1,-5
Cn1c2ccccc2c(=O)c2c(=O)n(C3CCCCCC3)c(C3CCCCC3)nc21,-8,4,2,-1,6,2,-12,-10,0,15
CC1CCCCC1NC(=O)COC(=O)CNC(=O)c1cccc(F)c1 (stereo not drawn),-1,5,-4,2,0,2,-2,-6,0,-1
Nc1nc(SCc2ccccc2[N+](=O)[O-])c2ncn(Cc3ccccc3)c2n1,-5,4,-4,12,5,-2,7,0,4,11
COc1ccc(S(=O)(=O)N2CCCCCC2)cc1,2,-3,3,3,6,-2,-6,14,-1,-13
Cn1ncc(Br)c1C(=O)NC1CCCCCC1,-9,-8,0,9,-5,-1,-13,-7,1,-2
CCOC(=O)c1[nH]c(=O)[nH]c1CNc1ccccc1C#N,-2,-6,-5,1,-4,0,-8,-6,-1,8
Cc1ccc(C(=O)CSc2cnc3ccccc3n2)cc1C,-2,-12,-8,0,2,-1,2,8,-10,3
OC1CCN(Cc2nc(Cc3ccccc3Cl)no2)CC1,10,1,3,2,0,1,-2,-5,-1,3
CC(=O)c1ccc(OCc2ncc(C(F)(F)F)cc2Cl)cc1,6,0,4,3,2,-9,5,4,7,-6
NC(=O)CC(NC(=O)c1ccccc1)c1ccc(NC2CCCCC2)c([N+](=O)[O-])c1 (stereo not drawn),9,-3,-17,-4,-1,3,-1,-1,1,6
COc1cccc2c1c(NC(=O)c1cc(C)on1)nn2C,2,-9,0,-2,-4,5,1,0,-3,11
Cc1ccc2c(c1)[C@@H]1[C@H](CO2)[C@H](c2ccccc2)[C@@]2(C)C(=O)N[C@H](C)C(=O)N12,14,-1,10,-3,-2,0,-2,-5,-1,9

# The final 2 records of the part above are carried over, then new ones follow:
SMILES,ARFGAP1 inhibitor,PLCb3 inh,SIAE inh,Tn6 DDE FP,ADAM17 inh,Tn7 DDE FP,ADAM10 inh,ASAP1 inh,PLCg1 inh,TDP2 absorb
COc1cccc2c1c(NC(=O)c1cc(C)on1)nn2C,2,-9,0,-2,-4,5,1,0,-3,11
Cc1ccc2c(c1)[C@@H]1[C@H](CO2)[C@H](c2ccccc2)[C@@]2(C)C(=O)N[C@H](C)C(=O)N12,14,-1,10,-3,-2,0,-2,-5,-1,9
COc1nnc(-c2ccc(N3CCOCC3)c(NC(=O)c3ccc(C)cc3)c2)c2ccccc12,-12,-6,-2,7,-1,3,-5,0,-4,3
COc1cccc(NC(=O)COC(=O)c2sccc2C)c1,-10,-1,7,-1,-5,3,-7,1,-1,15
COc1ccc(NC(=O)C2CCCN(S(C)(=O)=O)C2)cc1 (stereo not drawn),0,-1,-5,-7,-3,-6,6,-5,1,-11
O=[N+]([O-])c1cccc(CSc2cccc[n+]2[O-])c1,-8,-1,-2,-1,-3,1,-6,13,0,0
COCCN(C(=O)COC(=O)CCC(=O)c1ccc(C)cc1)c1c(N)n(Cc2ccccc2)c(=O)[nH]c1=O,2,-6,-3,-2,3,1,-7,11,4,-11
O=C(CSc1nnc(CNC(=O)c2ccccc2)o1)NCc1ccc(F)cc1,13,-3,1,4,-4,-3,6,-6,0,8
c1cn(CCCNc2ncnc3nc[nH]c23)cn1,4,-2,-2,-5,1,1,-12,8,0,10
COc1ccc(CCCC(=O)NC2CCCCC2)cc1,17,1,-1,-5,-2,0,3,11,1,-22
Cc1noc(NS(=O)(=O)c2ccc(NC(=O)c3ccc(OC(C)C)cc3)cc2)c1C,3,1,-2,3,-1,1,1,-4,1,9
CCc1nnc(NC(=O)c2cccs2)s1,-10,3,1,2,-1,-1,-3,1,-3,3
N#Cc1c(C(F)(F)F)cc(-c2ccccc2)[nH]c1=O,-14,-467,-1,9,i,6,i,-6,-378,-12
Cc1cccc(NC(=O)COn2nnc3ccc(S(C)(=O)=O)cc32)c1,0,-5,9,-10,-6,-2,-9,-3,-2,-3
COc1ccc(NC(=O)CSc2nnc(-c3cccs3)o2)cc1Cl,.,2,-1,2,2,-2,-4,.,2,-6
O=C(CC(O)c1ccncc1)c1ccccc1O (stereo not drawn),2,0,8,-8,-4,7,-16,15,1,-11
CCOc1ccccc1N1CCN(CC(=O)NC(C)c2ccccc2)CC1 (stereo not drawn),1,-6,0,-4,2,1,4,2,7,6
CCc1ccc2c(c1)C(c1ccc(N3CCOCC3)cc1)=NNC(c1ccncc1)=N2,-2,-21,5,5,2,4,8,-1,-18,-4
O=C(Nc1ccc(N2CCCCC2)cc1)c1cncc(Br)c1,-4,3,1,2,-4,5,-1,16,4,6
O=C(CN1c2cccc3cccc(c23)S1(=O)=O)NCCc1ccccc1,6,-173,-5,-5,-40,8,-124,-4,-146,-7
N#Cc1c(N2CCN(C(=O)c3ccco3)CC2)nc(-c2ccccc2)c2c1CCCC2,4,-349,-7,-6,-78,-2,-229,-3,-325,-3
Cn1c(=O)c2c(nc(NCc3ccco3)n2CC(O)COc2ccccc2)n(C)c1=O (stereo not drawn),-1,2,4,-2,-4,5,4,2,-3,-10
CCN(C(=O)CSc1nnc(-c2ccccc2C)n1C)c1c(N)n(Cc2ccccc2)c(=O)[nH]c1=O,6,0,0,2,-1,2,-16,-12,3,-2
O=C(Nc1ccc2oc(-c3ccccc3F)nc2c1)c1ccco1,1,-36,-7,3,-19,7,-55,7,-35,8
O=C1Nc2ccccc2Nc2ccccc21,-10,3,5,-5,0,2,-2,4,0,5
Cc1ccc(NC(=O)C(=O)NNC(=O)c2ccccc2C)cc1Cl,-6,1,-3,6,-3,-3,3,-2,0,3
COc1ccc(-c2csc(NC(=O)[C@H](C)N3C(=O)C4CC=CCC4C3=O)n2)cc1OC (stereo partly drawn),-8,-8,4,1,1,5,-9,3,-5,5
Cc1cc(C)n(-c2ccc(NC(=O)C3CCN(Cc4cc(C)c(C)o4)CC3)cc2)n1,-11,-7,-3,2,-1,1,-6,12,-4,5
COc1ccc(CCNC(=O)CSc2nc3ccccc3c3nc(CCN4CCCCC4)nn23)cc1OC,0,-5,2,6,-2,0,5,-1,0,-3
CNc1ccccc(-c2ccc3ccccc3n2)c1=O,2,-43,21*,0,-8,4,-21,-7,-41,5
Cc1ccc(-n2c(-c3nn(C)cc3Cl)n[nH]c2=S)cc1,-4,1,0,-4,2,-3,12,13,4,-8
O=C(CCS(=O)(=O)c1ccccc1)Nc1nc(-c2ccc(F)cc2)cs1,16,-10,-8,1,-9,7,-3,9,4,-9
O=C(c1cccs1)n1nc(-c2ccccc2)nc1NCc1ccco1,-7,-5,-5,3,-2,-5,4,-7,-3,5
COc1ccc2c(c1)c1ncn(CCCN3CCOCC3)c(=O)c1n2C,0,-392,3,7,i,6,i,-8,-258,-5
Cc1ccc(-c2nnn(CC(=O)N(Cc3cccs3)C(C(=O)NC(C)(C)C)c3ccco3)n2)o1 (stereo not drawn),-1,2,-2,-7,0,0,4,-8,0,2
CC[C@H](CCCc1ccc(F)cc1)CN(Cc1ccc(OC)cc1)S(=O)(=O)c1ccc(C)cc1,.,2,0,-4,-1,-1,-2,.,4,0
O=c1c2cc3c(cc2[nH]c(=S)n1CCN1CCOCC1)OCO3,7,5,3,1,4,-2,-1,9,4,1
CC(=O)Nc1cc(-c2cccc(C(=O)NCCO)c2)cn2c(-c3cccc(C(F)(F)F)c3)cnc12,-3,-51,-10,-3,-7,0,-35,6,-38,0
O=C(NC1CCS(=O)(=O)C1)C1CCCC1 (stereo not drawn),-6,2,-5,-4,-4,-2,0,11,1,-1
C[C@]12c3[nH]c4cc(-c5ccco5)ccc4c3CCN1C(=O)[C@@H](CC(=O)NCCCn1ccnc1)C[C@@H]2C(=O)N1CCCCC1,-3,-262,5,2,-55,2,-209,3,-200,2
O=C(Nc1cccnc1)c1cc(-c2ccccc2O)on1,9,-20,-6,-1,0,-4,5,6,-11,-1
CC1(C)Cc2c(cnn2-c2ccccc2)C(=O)/C1=N\NC(=O)c1ccccc1N,18,-6,0,4,-6,-1,-7,0,-4,-7
CC(=O)Nc1nnc(C2=COCCO2)o1,5,-3,-3,10,-2,5,-5,8,1,6
COc1ccc(S(=O)(=O)N2CCCC2)cc1C(=O)O,4,-3,18*,-5,1,-2,1,0,0,7
CCOc1c(CNCCN2CCOCC2)cccc1OC,1,0,4,1,-3,-6,1,-1,1,-6
COc1ccc(CCNC(=O)C(=O)NCC2CCCN2S(=O)(=O)c2cccs2)cc1 (stereo not drawn),-4,-5,-3,-3,-3,0,-2,10,-1,4
